# BRCA1 expr act = BRCA1 expression activation | 1.1% of 380,000 active | MCF7-BRCA1-FFLuc reporter, luminescence, 48 h; response scale: scaled: vehicle 0%, 10 µM genistein 100% | Potency, µM (series often up to 46.1 µM), inactives show top-dose activation, usual class: activators; further: potency means the concentration at half of the fitted maximal effect; nearly all actives have a fitted effect of over 80% in size; some results filed as inactive show a strong effect at the top dose
#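 Quantitative HTS in MCF7 cells stably reporting BRCA1 expression via firefly luciferase. Compound treatment lasts 48 h at 37 °C in phenol-red free MEM. Activation is expressed relative to genistein at 10 microM and DMSO.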
# B2AR arrestin = beta2AR (human) beta-arrestin recruitment activity. Potency, µM (top dose mostly 46.1 µM), for the others: at the top dose activation, most hits filed as activators. 0.02% of 330,000 active. beta-arrestin recruitment to beta2AR, cell-based reporter. AID 492947;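 further: potency means the concentration at half of the fitted maximal effect; 0% = DMSO controls and full agonism = EC100 isoproterenol or metaproterenol; nearly all actives have a fitted effect of over 65% in size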
# Target sequence (P07550 whole entry, looked up): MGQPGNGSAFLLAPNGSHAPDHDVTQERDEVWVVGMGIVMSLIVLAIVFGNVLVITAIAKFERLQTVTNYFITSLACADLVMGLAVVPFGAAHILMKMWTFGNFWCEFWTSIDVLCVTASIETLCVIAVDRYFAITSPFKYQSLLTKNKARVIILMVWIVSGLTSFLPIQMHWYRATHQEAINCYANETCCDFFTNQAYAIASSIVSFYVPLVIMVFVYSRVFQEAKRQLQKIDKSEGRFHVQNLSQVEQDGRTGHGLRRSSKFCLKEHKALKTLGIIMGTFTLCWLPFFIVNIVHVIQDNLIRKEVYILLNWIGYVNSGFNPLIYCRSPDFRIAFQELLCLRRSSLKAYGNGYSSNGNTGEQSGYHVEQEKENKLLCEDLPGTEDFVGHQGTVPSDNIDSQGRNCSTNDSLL
# p53 reactivator = restores transcriptional activity of mutant p53; H1299 p53-A138V BP100-luciferase reporter, luminescence, 24 h; Potency, µM (highest dose often 92.2 µM), without a hit: at the highest dose activity change, positive = activation, hits mostly activators; 0.063% of 320,000 active; AID 504706; further: potency means the concentration at half of the fitted maximal effect; % of control where 0% means no effect; nearly all actives have a fitted effect of over 45% in size
#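 H1299 (p53-null), stable ts p53-A138V + BP100-Luc; 1000 cells/well, Opti-MEM/10% FBS; cpd 4 pt, 1:5; 24 h, 37 deg C, 5% CO2; detection reagent 10 min RT; luminescence.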
# Eya2 phos inh = inhibitors of human Eya2 phosphatase activity; 0.006% of 330,000 active; recombinant Eya2, OMFP fluorescence dephosphorylation (OMFP is methylfluorescein phosphate); O00167; Potency, µM (series often up to 76.9 µM), inactives show top-dose activity, negative = inhibition, usual class: inhibitors; further: potency means the concentration at half of the fitted maximal effect; on the % scale 0 is the no-effect control and ±100 the full control effect
# Target sequence (O00167 whole entry, looked up): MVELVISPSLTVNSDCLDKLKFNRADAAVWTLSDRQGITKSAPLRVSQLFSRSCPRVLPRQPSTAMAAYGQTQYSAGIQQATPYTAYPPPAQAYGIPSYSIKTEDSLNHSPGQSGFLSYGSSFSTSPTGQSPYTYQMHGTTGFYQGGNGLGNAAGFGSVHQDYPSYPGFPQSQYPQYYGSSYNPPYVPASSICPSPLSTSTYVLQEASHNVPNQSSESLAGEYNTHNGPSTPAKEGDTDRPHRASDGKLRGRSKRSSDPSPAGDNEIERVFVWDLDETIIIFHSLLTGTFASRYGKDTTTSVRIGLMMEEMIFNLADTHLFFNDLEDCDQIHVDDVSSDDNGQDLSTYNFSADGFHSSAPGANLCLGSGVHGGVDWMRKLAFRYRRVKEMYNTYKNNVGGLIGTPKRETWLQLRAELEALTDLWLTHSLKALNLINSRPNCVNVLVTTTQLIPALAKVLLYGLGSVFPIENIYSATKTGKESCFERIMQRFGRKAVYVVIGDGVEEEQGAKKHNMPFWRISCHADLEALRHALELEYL
#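 Eya2 (0.2 uM) preincubated 10 min at ambient with compound, then OMFP substrate added at 50 uM; 10 min reaction in 50 mM HEPES pH 7.5, 50 mM NaCl, 5 uM MgCl2, 0.05% BSA, 1 mM DTT. Fluorescence read at Ex 485/Em 525 nm.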
# Integrin act MD = activators of alpha7 integrin expression for muscular dystrophy; 0.064% of 350,000 active; alpha7betagal myoblasts, beta-gal FDG fluorescence, 48 h; Potency, µM (series often up to 38.3 µM), for inactives: top-dose activation, actives largely listed as activators; AID 624291;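 further: potency means the concentration at half of the fitted maximal effect; 100% = response of the positive control SU9516; nearly all actives have a fitted effect of over 60% in size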
#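 Alpha7betagal+/- myoblasts (passage 13) were plated 16-24 hr, then exposed to compounds (1:260 dilution of DMSO stock) for 48 hours at 37C. After MPER lysis, β-galactosidase reporter activity was read as FDG fluorescence (ex 480/em 540) after 30 minutes.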
# ELG1 genotoxic = genotoxicity induction in ELG1-luciferase HEK293T cells; HEK293T ELG1-luciferase reporter, luminescence, 16 h; Potency, µM (titrated, usually from 46 µM), for inactives: at the highest dose activity change, positive = activation, usual class: activators; 1.3% of 330,000 active; AID 504466; further: potency means the concentration at half of the fitted maximal effect; % of control where 0% means no effect; nearly all actives have a fitted effect of over 60% in size
#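 Screening used a luciferase reporter fused to human ELG1 in HEK293T cells. Luminescence was read on a CCD plate imager after 16 hr exposure and 30 min ONE-Glo incubation.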
# USP2a block = blocks human ubiquitin-specific protease USP2a; O75604; USP2 core, Ub-CHOP2 coupled fluorogenic reporter, 485/531; Potency, µM (highest dose often 38.3 µM), for inactives: top-dose activity change, negative = inhibition, usual class: inhibitors; 0.01% of 330,000 active;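 further: potency means the concentration at half of the fitted maximal effect; plate controls were DMSO wells for no effect and full inhibition by NEM control for full effect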
#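 USP2 core (10nM final) preincubated 30min RT with compound in 20mM Tris-HCl pH 8.0, 2mM CaCl2, 2mM beta-mercaptoethanol, 0.05% CHAPS; 25nM Ub-CHOP2 plus 25nM reporter substrate added, fluorescence (Ex485/Em531) read after 60min.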
# S-ASM inh = inhibitors of human secretory acid sphingomyelinase. P17405. placental ASM, HMU-PC fluorogenic substrate, 60 min. 0.006% of 340,000 active. Potency, µM (highest dose often 57.5 µM), for the others: at the top dose activity change, negative = inhibition, actives largely listed as inhibitors; further: potency means the concentration at half of the fitted maximal effect
#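 Fluorogenic HMU-PC substrate (9 uM final) is turned over by placental ASM in 60 min at 37 C after a 10 min compound preincubation. Reaction ended by alkaline stop (pH 10), with fluorescence read at 386/447 nm.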
# TRPV1 ag = activates the human vanilloid receptor TRPV1 | Q8NER1 | 0.19% of 320,000 active | AID 540275 | activation, % at 8.33 µM | TRPV1-expressing cells, Fluo-8 calcium influx, agonist mode; in the data active means activation above about 80%; inconclusive means between about 30% and that limit; further: 0% is about no effect
#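 TRPV1-expressing cells were cultured overnight at 35.5C and loaded with Fluo-8 calcium dye for 40 to 90 min at room temperature. After a 10 s baseline, compound was added and calcium influx was read kinetically for 3 min (ex 480/em 520 nm).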
# uPA surface inh = cell surface uPA generation inhibition; cell surface uPA generation assay, qHTS; Potency, µM (titrated, usually from 38.3 µM), for the others: at the highest dose activity change, negative = inhibition, most hits filed as inhibitors; 0.31% of 330,000 active; AID 540303; active means well fitted inhibition curve with a large enough effect; inconclusive means small, poorly fitted or top-dose-only effect; inactive means no such curve, though single readings can be large or run the other way; tested in mouse RAW 264.7 cells; further: potency means the concentration at half of the fitted maximal effect; on the % scale 0 is the no-effect control and ±100 the full control effect; nearly all actives have a fitted effect of over 55% in size
# PTAP TSG101 blk = blocks PTAP/TSG101 interaction to inhibit HIV-1 budding; Q99816; 340,000 tested, under 10 active; Potency, µM (highest dose often 115 µM), for inactives: at the top dose activity change, negative = inhibition, usual class: inhibitors; Fluorescence polarization, FITC-PTAP peptide / Tsg101 binding; AID 493005; active means well fitted inhibition curve with a large enough effect in the main read-out, with a control signal flat, not every such curve was filed as active; inconclusive means small, poorly fitted or top-dose-only effect, or effect the other way, or a change in a side signal; inactive means no such curve, though single readings can be large or run the other way; further: potency means the concentration at half of the fitted maximal effect; % of control where 0% means no effect
#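 Tsg101 binding domain (10 uM final) was mixed with compound and a FITC-labeled PTAP peptide (50 nM final) in HEPES pH 7.5 buffer with NaCl, Tween 20, EDTA and TCEP; fluorescence polarization was read after 20 min at r.t.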
# * hit, by the source's call; ? = inconclusive; · = not tested or not shown; & = joins results of further samples; [ ] = remark or other dose. Unless noted, the call rests on the fitted dose curve; in most records, active means well fitted curve in the direction sought with a large enough effect; inconclusive means small, poorly fitted or top-dose-only effect, or another doubt; inactive means no such curve, though single readings can be large; an effect the other way counts as inactive or inconclusive.
SMILES,BRCA1 expr act,B2AR arrestin,p53 reactivator,Eya2 phos inh,Integrin act MD,ELG1 genotoxic,USP2a block,S-ASM inh,TRPV1 ag,uPA surface inh,PTAP TSG101 blk
CC(C)CN(C(=O)CN(C)C(=O)c1ccco1)c1c(N)n(CC(C)C)c(=O)[nH]c1=O,-1%,-0.2%,8%,28%,8%,4%,3%,·,-3,7%,0%
Cc1ccc(S(=O)(=O)NCCC(=O)OCC(=O)Nc2cccc(S(=O)(=O)NC3=NCCCCC3)c2)cc1,-19%,-0.9%,-1%,10%,0%,3%,7%,0%,-2,-3%,-1%
CCCCn1c(N)c(N(CC(C)C)C(=O)c2cc(S(=O)(=O)N3CCOCC3)ccc2Cl)c(=O)[nH]c1=O,-13%,0.3%,-1%,-7%,5%,12%,-2%,8%,0,2%,-1%
Cc1c(O)ccc(C(=O)CN2CCN(Cc3ccc4c(c3)OCO4)CC2)c1O,-25%,-1.2%,-3%,0%,3%,-2%,0%,2%,4,1%,-1%
CCOC(=O)c1cc(-c2nnc(SCC(=O)Nc3ccc(F)cc3)o2)c(C)nc1C,-44%,0.4%,3%,4%[15.4 µM],-13%,2%,0%,-16%,29,-1%,-4%
CC(OC(=O)CCN=C1NS(=O)(=O)c2ccccc21)C(=O)Nc1ccc(S(N)(=O)=O)cc1 (stereo not given),-5%,0.2%,-2%,-17%,15%,-1%,4%,7%,-4,4%,0%
COc1ccc(CNCC(O)COc2cccc3c2OC(C)(C)C3)cc1 (stereo not given),-37%,0.0%,1%,6%,-40%[inhibitor],-15%,-1%,-1%,2,-3%,-1%
COc1nc(NCCc2ccc(OC)c(OC)c2)nc(NC(C)(C)CO)n1,-34%,0.1%,-5%,-2%,-1%[7.66 µM],-1%,0%,-2%,-1,-3%,-8%
COc1ccc(NCC(=O)Nc2cccc(C(F)(F)F)c2)cc1S(=O)(=O)N1CCOCC1,-14%,-0.6%,-2%,-6%,9%,-3%,2%,10%,·,6%,2%
N#CCCCc1cc2cc(F)ccc2cn1,6%,-0.7%,4%,-16%,0%,4%,2%,1%,·,2%,1%
Cc1nn(CC(=O)NC2CC2)c(C)c1S(=O)(=O)NC(C)(C)C,-3%,-0.6%,0%,-7%,10%,0%,1%,1%,·,2%,-1%
CC(=O)Nc1ccc2nc(CN3CCN(CC=C(C)C)C(CCO)C3)ccc2c1 (stereo not given),1%,-0.5%,-3%,3%,5%,1%,3%,4%,-7,-3%,0%
CCN1CCN(CCOCCOc2ccccc2-c2ccccc2)CC1,·,-0.2%,-3%,-18%,·,-5%,-6%,·,-1,·,·
N#C/C(=C\c1ccc(O)c(O)c1)C(=O)NCc1ccccc1,0%&-8%,0.4%,2%,16%&13%,·,14%,3%,-7%,12,?,1%
CCOC(=O)c1sc(=NC(=O)c2ccc(F)cc2)n(C)c1C,-16%,-0.3%,23%,5%,?,?,4%,0%,3,8%,-2%

# Arranged by value in PTAP TSG101 blk (smallest number first): three from the list above
Structure	PTAP TSG101 blk
CCOC(=O)c1sc(=NC(=O)c2ccc(F)cc2)n(C)c1C	-2%
Cc1nn(CC(=O)NC2CC2)c(C)c1S(=O)(=O)NC(C)(C)C	-1%
N#CCCCc1cc2cc(F)ccc2cn1	1%

# The list continues.
SMILES,BRCA1 expr act,B2AR arrestin,p53 reactivator,Eya2 phos inh,Integrin act MD,ELG1 genotoxic,USP2a block,S-ASM inh,TRPV1 ag,uPA surface inh,PTAP TSG101 blk
COc1ccc(NC(=O)COc2ccc(C(=O)OCC(=O)N(C)C3CCS(=O)(=O)C3)cc2OC)cc1 (stereo not given),-5%,-0.2%,-1%,10%,5%,-4%,-2%,3%,-3,8%,-3%
O=C(NCc1ccncc1)C(=O)NC1CC1,-12%,0.0%,-3%,3%,-3%,5%,-1%,-2%,-3,-2%,-1%
C/C(=N\NC(=O)c1cccc(O)c1)c1ccc(NC(=O)Cc2ccccc2)cc1,?,-0.4%,7%,-12%,21%,?,0%,-2%,-1,6%,0%
O=C(O)CCNC(=O)/C(=C\C=C\c1ccccc1)NC(=O)c1ccccc1,-16%,-0.4%,-1%,7%,-6%,-1%,13%,-1%,2,0%,-2%
COC(=O)c1ccccc1NC(=O)CSc1nc(O)cc(=O)n1C1CCCC1,-9%,-0.5%,11%,-6%,3%,-6%,?,1%,1,-4%,-3%
Nn1c(-c2cccc([N+](=O)[O-])c2)nc2ccccc2c1=O,-15%,-0.4%,8%,6%,?,0%,4%,4%,-3,-7%,1%
Cc1ncsc1C(=O)N1CCCC(C(=O)c2ccc3ccccc3c2)C1 (stereo not given),-23%,-0.3%,-2%,-1%,-3%,-7%,0%,-2%,10,-2%,0%
COc1ccc(NC(=O)CN2C(=O)COc3ccc(S(=O)(=O)N4CCCCC4)cc32)c(OC)c1,-19%,-0.1%,0%,-7%,14%,1%[9.26 µM],0%,-1%,8,-3%,-2%
CCOc1nc(-c2ccccc2)c2cc(Br)ccc2n1,-49%,-0.4%,-5%,-6%,-2%,-2%,0%,6%,13,-3%,-9%
CN(C)C(=O)c1nc2ccc(Cl)cn2c1CN1CCCC(OCc2ccccc2)C1 (stereo not given),-15%,-0.5%,-3%,-6%,-7%,-3%,1%,1%,8,0%,-6%
CCOC(=O)CSc1nc2ccccc2c(=O)[nH]1,0%,0.3%,17%,13%,7%,-2%,0%,-4%,-1,4%,-6%
Cc1sc2nc[nH]c(=O)c2c1-c1ccc(Cl)cc1,4%,0.1%,-13%,1%,4%,-6%,0%,-1%,-2,0%,-6%
O/N=C1/CCc2nonc2/C1=N/O,-7%,4.1%,5%,10%,-12%,17%,1%,2%,1,-9%,-8%
Cc1ccc(NC(=O)c2ccc(OC(=O)c3ccco3)cc2)cc1,?,-0.2%,?,-3%,5%,8.2µM*,2%,3%,1,-14%,-3%
CC(=O)c1nc2ccccc2n1Cc1ccccc1,2%,-1.0%,0%,-2%,-13%,2%,3%,0%,-2,-4%,-7%
COCc1cc(C)nc(OCC(=O)N/N=C/c2ccc(-c3cc([N+](=O)[O-])ccc3C)o2)c1C#N,-3%,0.0%,-4%,-33%,14%,8%,2%,-5%,-5,1%,2%
O=C(C[C@@H]1C/C=C/CC[C@@H](Cc2ccc(F)cc2)C(=O)O[C@H](c2ccccc2)CNC1=O)NCCO,-2%,0.0%,-6%,12%,9%,-3%,2%,2%,·,-2%,-1%
Brc1ccc(OCCOc2cccc3cccnc23)cc1,45%,-0.2%,?,1%,-17%,2%,2%,4%,-2,1%,1%
CCNc1nc(Cl)nc(NCCOc2ccc(C)cc2)n1,-27%,-0.3%,-1%,0%,-34%,?,1%,-3%,1,3%,0%
Cc1cc(C)nc(SCc2nnc(SCC(=O)N3CCCc4ccccc43)o2)n1,-2%,-0.1%,-2%,2%,-15%,-2%,3%,-3%,3,5%,-5%
O=C(Nc1ccc(-n2cnnn2)cc1)c1cn2ccccc2n1,97%,0.2%,13%,9%,0%,?,1%,8%,1,2%,-6%
CCc1ccc(N(C(C)=O)c2nc(CCl)cs2)cc1,43%,-0.9%,3%,-4%,18%,-1%,3%,0%,-2,2%,0%
CCCN1C2CCCC1CC(NC(=O)NC13CC4CC(CC(C4)C1)C3)C2 (stereo not given),-1%,-0.3%,?,-6%,-50%[inhibitor],-2%,-1%,1%,8,-13%,-1%
Cc1ccc(NC(=O)CCl)cc1S(=O)(=O)N1CCCCCC1,-116%[inhibitor],-0.9%,-10%,-3%,-66%[inhibitor],8%,3%,1%,2,-17%,0%
CCCOc1ccc2[nH]cc(C(=O)O)c(=O)c2c1,6%,0.0%,-1%,-7%,0%,-5%,0%,3%,0,-12%,-1%
NC(=O)c1ccc(-n2nnnc2SCC(=O)Nc2ccc(F)cc2)cc1,5%,-1.1%,2%,6%,3%,-1%,1%,6%,-1,-6%,0%
N#C/C(C(=O)NCc1ccccc1)=C1/SC(Cc2ccc(Cl)cc2)C(=O)N1c1ccccc1 (stereo not given),-1%,-0.1%,8%,9%,31%,3%,-6%,2%,4,-3%,4%
Cc1cc(Nc2ccc(N3CCC(C)CC3)cc2)n2ncnc2n1,-44%,0.5%,-12%,-10%,-29%,13%,-1%,0%,-7,-20%,-1%
O=C(Nc1cccc(Cl)c1)N1CCN2C(=O)c3ccccc3C12c1ccccc1 (stereo not given),-83%,-0.2%,-1%,-25%,-1%,-4%,-7%,-11%,22,6%,-7%
CC1CCc2c(sc3ncn(CC(=O)N4CCCCC4)c(=O)c23)C1 (stereo not given),9%,-0.2%,-2%,-7%,1%,0%,3%,1%,0,-4%,-1%

# Bioassay records as filed in PubChem.
